Screening results deposited in PubChem BioAssay by several laboratories.
MrgX1 PAM: human MrgX1 positive allosteric modulation, primary screen; B-score at 10 µM; AID 588675; Q96LB2; 310,000 compounds, 0.63% hits; MrgX1-HEK293, Fluo-4 calcium flux, FDSS; hits give high values;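 active = plate-corrected calcium response at least 3 library SD above typical, normal starting fluorescence, not activating the receptor alone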;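 also: compound read alongside a low EC10 to EC30 dose of BAM8-22 agonist; peak minus trough fluorescence over baseline measured at the second addition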
MrgX1 agonist: agonists of human MrgX1 receptor; MrgX1-HEK293 cells, Fluo-4 calcium fluorescence, agonist mode; hits give high values; B-score at 10 µM; 310,000 compounds, 0.44% hits;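 active = calcium response B-score plate-corrected fluorescence ratio at least 3 library SD, with starting fluorescence B-score inside 5 SD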
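Material – MrgX1-expressing HEK293 cells · Input – 15,000 cells seeded per well · Dosing – compound as first of three additions · Times – overnight seeding, then 1 h dark dye loading · Measured by – kinetic Fluo-4 NW fluorescence of intracellular calcium · Read-out – B-scored fluorescence response ratio · Benchmarks – positive and negative control wells on each plate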
MrgX1 antagonist: antagonists of human MrgX1 receptor | Q96LB2 | MRGX1-HEK293 calcium flux, Fluo-4, BAM8-22 antagonism; hits give low values | B-score at 10 µM | 310,000 compounds, 1.3% hits;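 active = calcium-response B-score plate-corrected more than 3 library SD below zero, starting fluorescence within 5 deviations, no agonist response on first addition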;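 also: peak minus trough fluorescence over baseline after final BAM8-22 challenge near maximal dose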
PolyA inh: yeast polyadenylation inhibition. calls only at 12 µM. S. cerevisiae SKY197-pL101 polyadenylation reporter, beta-gal luminescence; efflux-impaired pdr1/pdr3 knockout yeast; score 100 = 6 SD above DMSO. 300,000 compounds, 0.02% hits;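 active = lowest replicate activity score at least 50, where 100 means six control SD above control mean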;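 also: yeast exposed to compound for 9 h at 30 °C; higher score means more reporter readthrough which indicates perturbed polyadenylation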
TRPC6 inh: blocks the mouse TRPC6 cation channel. B-score at 10 µM. AID 2553. 310,000 compounds, 1.1% hits. Q61143. HEK293-TRPC6, membrane potential dye, ACh-evoked depolarization; hits give low values;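 active = B-score under library mean minus 3 SD, initial fluorescence not abnormally high, positive integrated signal ratio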;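 also: B-score derived from integrated fluorescence ratio over the kinetic read; more negative B-score means stronger inhibition of depolarization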
Target sequence (Q61143 whole entry, looked up): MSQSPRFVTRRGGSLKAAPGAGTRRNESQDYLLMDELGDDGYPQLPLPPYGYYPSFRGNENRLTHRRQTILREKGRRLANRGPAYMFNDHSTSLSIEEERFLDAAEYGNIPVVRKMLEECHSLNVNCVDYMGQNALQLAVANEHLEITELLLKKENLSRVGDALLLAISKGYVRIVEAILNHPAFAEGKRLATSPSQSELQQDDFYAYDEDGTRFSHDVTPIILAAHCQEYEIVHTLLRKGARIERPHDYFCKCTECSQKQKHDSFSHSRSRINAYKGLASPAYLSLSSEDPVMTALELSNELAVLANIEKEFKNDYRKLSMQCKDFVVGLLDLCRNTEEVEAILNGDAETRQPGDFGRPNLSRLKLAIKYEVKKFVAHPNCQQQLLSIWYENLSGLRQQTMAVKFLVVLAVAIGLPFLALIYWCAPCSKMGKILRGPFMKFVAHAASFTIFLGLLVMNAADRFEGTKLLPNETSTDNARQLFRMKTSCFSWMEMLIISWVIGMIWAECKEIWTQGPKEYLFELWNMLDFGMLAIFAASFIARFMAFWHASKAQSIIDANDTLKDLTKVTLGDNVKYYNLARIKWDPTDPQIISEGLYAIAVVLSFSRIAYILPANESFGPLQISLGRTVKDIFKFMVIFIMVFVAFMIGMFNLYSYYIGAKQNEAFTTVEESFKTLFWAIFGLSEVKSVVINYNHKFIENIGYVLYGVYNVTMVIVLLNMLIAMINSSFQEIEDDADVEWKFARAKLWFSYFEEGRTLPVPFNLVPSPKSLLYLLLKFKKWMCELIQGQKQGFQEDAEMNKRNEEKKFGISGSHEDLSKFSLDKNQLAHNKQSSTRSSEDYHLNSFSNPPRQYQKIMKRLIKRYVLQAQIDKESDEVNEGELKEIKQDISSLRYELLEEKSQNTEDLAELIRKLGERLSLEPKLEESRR
HIF activator: HIF pathway transcriptional activation | U2OS HRE-luciferase reporter, luminescence; normalized: DMSO 0%, desferrioxamine 100% | activation, % at 7.5 µM (by protocol) | 300,000 compounds, 0.32% hits | AID 1910;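 active = mean activation of at least 10% of the iron chelator positive control signal, with at least half of replicates also reaching 10%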
TRPC4 agonist: activators of mouse TRPC4 channel. 310,000 compounds, 0.49% hits. HEK293 TRPC4beta/mu-opioid, Fluo4 calcium fluorescence; hits give high values. B-score at 10 µM;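 active = B-score above 5 SD of library B-scores, and initial fluorescence ratio not above library mean plus 5 SD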;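 also: positive B-score marks a calcium rise read as TRPC4 activation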
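system = HEK293 cells stably co-expressing mouse TRPC4beta and mu-opioid receptor | schedule = Fluo4 dye loading 45 min at room temperature, 110 s recording | measure = B-scored integrated calcium fluorescence ratio | signal = Fluo4 calcium-sensitive dye fluorescence, kinetic, 1 Hz baseline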
AI-2 QS modul: Vibrio harveyi AI-2 quorum sensing modulation; AID 2094; activity change, % at 7.5 µM; 300,000 compounds, 0.4% hits; Vibrio harveyi JMH597 AI-2 luminescence/OD600 ratio, 9 h; hits give low values; strain lacks LuxN and CqsS sensors; 0 = neutral-control median; in the data active = activity change below about -75%, passing the limit was not always enough;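 also: luminescence divided by OD600 gain over 9 h not by final OD600 alone; inactives centre near 13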
TRPC6 act: mouse TRPC6 channel activation. Q61143. HEK293-TRPC6 membrane potential dye fluorescence; hits give high values. B-score at 10 µM. 310,000 compounds, 0.13% hits. AID 2550;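 active = B-score of the integrated fluorescence ratio above library mean plus 3 SD, and starting fluorescence ratio within library mean plus 5 SD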;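 also: higher score means more depolarization so channel activation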
TRPC4 inh: inhibitors of mouse TRPC4 channel | HEK293 TRPC4beta/mu-opioid, DAMGO-evoked Fluo4 calcium flux; hits give low values | 300,000 compounds, 0.39% hits | B-score at 10 µM | AID 2247 | Q9QUQ5;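 active = B-score over 3 SD under the library average, no early fluorescence shift, positive overall ratio signal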
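Signal: kinetic Fluo4 fluorescence imaging of calcium influx. Material: stable TRPC4beta/mu-opioid receptor HEK293 cells. Probe or stimulus: DAMGO in two steps, submaximal then maximal.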
TRPC4 PAM: TRPC4 (mouse) allosteric potentiation | 310,000 compounds, 0.42% hits | HEK293 TRPC4beta/mu-opioid, DAMGO EC20, Fluo-4 Ca2+ flux; hits give high values | B-score at 10 µM | Q9QUQ5;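 active = B-score of calcium response area above 5 SD of library B-scores, with initial fluorescence ratio within 5 SD of library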;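 also: B-score of integrated fluorescence ratio over time as area under calcium response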
* hit, by the source's call. An excerpt; count on the stated rates, not on these rows.

Cc1cc(N2CCC(C)CC2)n2ncc(-c3ccccc3)c2n1 was read as MrgX1 PAM inactive, MrgX1 agonist inactive, MrgX1 antagonist inactive, PolyA inh inactive, TRPC6 inh inactive, HIF activator -0.4, TRPC4 agonist inactive, AI-2 QS modul 19, TRPC6 act inactive, TRPC4 inh inactive and TRPC4 PAM inactive.
`Fc1ccccc1Cn1cc(C(=S)N2CCOCC2)c2ccccc21` gave MrgX1 PAM inactive, MrgX1 agonist inactive, MrgX1 antagonist inactive, PolyA inh inactive, TRPC6 inh inactive, HIF activator -0.1, TRPC4 agonist inactive, AI-2 QS modul -37, TRPC6 act inactive, TRPC4 inh inactive and TRPC4 PAM inactive.
`CN(C)/C=C(/C(=O)c1ccc(Cl)cc1Cl)S(=O)(=O)c1ccc(Cl)cc1` gave MrgX1 PAM inactive, MrgX1 agonist inactive, MrgX1 antagonist inactive, PolyA inh inactive, TRPC6 inh inactive, HIF activator -0.2, TRPC4 agonist inactive, AI-2 QS modul 14, TRPC6 act inactive, TRPC4 inh inactive and TRPC4 PAM inactive.
Screening O=C(/C=C/c1cccs1)N1CCN(c2ccc(O)cc2)CC1 returned MrgX1 PAM inactive, MrgX1 agonist inactive, MrgX1 antagonist inactive, PolyA inh inactive, TRPC6 inh inactive, HIF activator 0.3, TRPC4 agonist inactive, AI-2 QS modul -1, TRPC6 act inactive, TRPC4 inh inactive and TRPC4 PAM inactive.
`Cc1nc(NC(=O)c2ccc(Br)s2)sc1C(=O)N(C)C` gave MrgX1 PAM inactive, MrgX1 agonist inactive, MrgX1 antagonist inactive, PolyA inh inactive, TRPC6 inh inactive, HIF activator 1.4, TRPC4 agonist inactive, AI-2 QS modul -8, TRPC6 act inactive, TRPC4 inh inactive and TRPC4 PAM inactive.
For CC(NC(=O)Nc1ccccc1)C(c1cccs1)N1CCOCC1 (stereo not given) the results were MrgX1 PAM inactive, MrgX1 agonist inactive, MrgX1 antagonist inactive, TRPC6 inh inactive, HIF activator 0.1, TRPC4 agonist inactive, AI-2 QS modul 20, TRPC6 act inactive, TRPC4 inh inactive and TRPC4 PAM inactive.
CCOC(=O)CNC(=O)CSc1ncccc1-c1nc2ccccc2[nH]1 was read as MrgX1 PAM inactive, MrgX1 agonist inactive, MrgX1 antagonist inactive, PolyA inh inactive, TRPC6 inh inactive, HIF activator 0.3, TRPC4 agonist inactive, TRPC6 act inactive, TRPC4 inh inactive and TRPC4 PAM inactive.
`CCN(CC)CCNC(=S)NC(=O)c1cn(-c2ccccc2)nc1-c1ccc(OC)cc1` gave MrgX1 PAM inactive, MrgX1 agonist inactive, MrgX1 antagonist inactive, PolyA inh inactive, TRPC6 inh -5.1*, HIF activator -12, TRPC4 agonist inactive, AI-2 QS modul 16, TRPC6 act inactive, TRPC4 inh inactive and TRPC4 PAM inactive.
Cc1ccc(S(=O)(=O)N2CCN(C(=O)C(C)Cn3nc(C)c(C)c3C)CC2)cc1C (stereo not given) was read as MrgX1 PAM inactive, MrgX1 agonist inactive, MrgX1 antagonist inactive, PolyA inh inactive, TRPC6 inh inactive, HIF activator -0.6, TRPC4 agonist inactive, TRPC6 act inactive, TRPC4 inh inactive and TRPC4 PAM inactive.
For N#Cc1c(Nc2ccccc2)sc(C(=O)C2CC2)c1N the results were MrgX1 PAM inactive, MrgX1 agonist inactive, MrgX1 antagonist inactive, PolyA inh inactive, TRPC6 inh inactive, HIF activator -0.5, TRPC4 agonist inactive, AI-2 QS modul 7, TRPC6 act inactive, TRPC4 inh inactive and TRPC4 PAM inactive.
For COCCCN(C(=O)CCOc1ccccc1C)c1c(N)n(Cc2ccccc2)c(=O)[nH]c1=O the results were MrgX1 PAM inactive, MrgX1 agonist inactive, MrgX1 antagonist inactive, PolyA inh inactive, TRPC6 inh inactive, HIF activator -2.8, TRPC4 agonist inactive, AI-2 QS modul 24, TRPC6 act inactive, TRPC4 inh inactive and TRPC4 PAM inactive.
CC[C@@]12C(=O)N(c3ccc(C)cc3)C(=O)N1[C@H](c1ccc(OC)cc1)[C@@H]1C(=O)N(C(C)(C)C)C(=O)[C@@H]12 was read as MrgX1 PAM inactive, MrgX1 agonist inactive, MrgX1 antagonist inactive, PolyA inh inactive, TRPC6 inh inactive, HIF activator 0.6, TRPC4 agonist inactive, AI-2 QS modul 1, TRPC6 act inactive, TRPC4 inh inactive and TRPC4 PAM inactive.

Next section, overlapping the part above by two compounds.
For COCCCN(C(=O)CCOc1ccccc1C)c1c(N)n(Cc2ccccc2)c(=O)[nH]c1=O the results were MrgX1 PAM inactive, MrgX1 agonist inactive, MrgX1 antagonist inactive, PolyA inh inactive, TRPC6 inh inactive, HIF activator -2.8, TRPC4 agonist inactive, AI-2 QS modul 24, TRPC6 act inactive, TRPC4 inh inactive and TRPC4 PAM inactive.
CC[C@@]12C(=O)N(c3ccc(C)cc3)C(=O)N1[C@H](c1ccc(OC)cc1)[C@@H]1C(=O)N(C(C)(C)C)C(=O)[C@@H]12 was read as MrgX1 PAM inactive, MrgX1 agonist inactive, MrgX1 antagonist inactive, PolyA inh inactive, TRPC6 inh inactive, HIF activator 0.6, TRPC4 agonist inactive, AI-2 QS modul 1, TRPC6 act inactive, TRPC4 inh inactive and TRPC4 PAM inactive.
For CCN(CC)CCNS(=O)(=O)c1ccc(Cl)cc1 the results were MrgX1 PAM inactive, MrgX1 agonist inactive, MrgX1 antagonist inactive, PolyA inh inactive, TRPC6 inh inactive, HIF activator 0.1, TRPC4 agonist inactive, AI-2 QS modul 8, TRPC6 act inactive, TRPC4 inh inactive and TRPC4 PAM inactive.
`Cc1ccc(S(=O)(=O)N2CCC(C(=O)Nc3ccccc3N3CCCC3)CC2)cc1C` gave MrgX1 PAM inactive, MrgX1 agonist inactive, MrgX1 antagonist inactive, PolyA inh inactive, TRPC6 inh inactive, HIF activator 0.6, TRPC4 agonist inactive, AI-2 QS modul 10, TRPC6 act inactive, TRPC4 inh inactive and TRPC4 PAM inactive.
CCn1c(O)c(N=NC(=O)c2ccc(CSc3nncn3C)cc2)c2ccccc21 was read as MrgX1 PAM inactive, MrgX1 agonist inactive, MrgX1 antagonist inactive, PolyA inh inactive, TRPC6 inh inactive, HIF activator 1.7, TRPC4 agonist inactive, AI-2 QS modul 7, TRPC6 act inactive, TRPC4 inh inactive and TRPC4 PAM inactive.
`COc1ccccc1Oc1c(C)oc2c(CN3CCN(CCO)CC3)c(O)ccc2c1=O` gave MrgX1 PAM inactive, MrgX1 agonist inactive, MrgX1 antagonist inactive, PolyA inh inactive, TRPC6 inh inactive, HIF activator -0.8, TRPC4 agonist inactive, AI-2 QS modul 9, TRPC6 act inactive, TRPC4 inh inactive and TRPC4 PAM inactive.
For CC(=O)NCC(=O)NNC1CC(=O)N(c2cccc(Cl)c2)C1=O (stereo not given) the results were MrgX1 PAM inactive, MrgX1 agonist inactive, MrgX1 antagonist inactive, PolyA inh inactive, TRPC6 inh inactive, HIF activator -0.4, TRPC4 agonist inactive, AI-2 QS modul 6, TRPC6 act inactive, TRPC4 inh inactive and TRPC4 PAM inactive.
COc1ccc(CNC(=O)c2cc3c(C)nc4ccccc4c3o2)c(OC)c1 was read as MrgX1 PAM inactive, MrgX1 agonist inactive, MrgX1 antagonist inactive, PolyA inh inactive, TRPC6 inh inactive, HIF activator 0.6, TRPC4 agonist inactive, AI-2 QS modul 36, TRPC6 act inactive, TRPC4 inh inactive and TRPC4 PAM inactive.
CCOC(=O)c1c(C)c(C(=O)Nc2ccc3c(c2)OCO3)c(C)n1C was read as MrgX1 PAM inactive, MrgX1 agonist inactive, MrgX1 antagonist inactive, PolyA inh inactive, TRPC6 inh inactive, HIF activator 1.0, TRPC4 agonist inactive, AI-2 QS modul 18, TRPC6 act inactive, TRPC4 inh inactive and TRPC4 PAM inactive.
For COc1ccc(COc2ccccc2C(N)=O)cc1F the results were MrgX1 PAM inactive, MrgX1 agonist inactive, MrgX1 antagonist inactive, PolyA inh inactive, TRPC6 inh inactive, HIF activator 1.2, TRPC4 agonist inactive, AI-2 QS modul 8, TRPC6 act inactive, TRPC4 inh inactive and TRPC4 PAM inactive.
O=C(NNC(=O)c1cccs1)c1ccc(Br)cc1 was read as MrgX1 PAM inactive, MrgX1 agonist inactive, MrgX1 antagonist inactive, PolyA inh inactive, TRPC6 inh inactive, HIF activator 1.4, TRPC4 agonist inactive, AI-2 QS modul 30, TRPC6 act inactive, TRPC4 inh inactive and TRPC4 PAM inactive.
`COC(C[C@H](O)[C@@H](C)[C@@H](O)COCc1ccccc1)OC` gave PolyA inh inactive, TRPC6 inh inactive, HIF activator -1.4, TRPC4 agonist inactive, AI-2 QS modul 15, TRPC6 act inactive, TRPC4 inh inactive and TRPC4 PAM inactive.
`CCCCCCNC(=O)CNC(=S)N(Cc1cccs1)C1CCCCC1` gave MrgX1 PAM inactive, MrgX1 agonist inactive, MrgX1 antagonist inactive, PolyA inh inactive, TRPC6 inh inactive, HIF activator 0.4, TRPC4 agonist inactive, AI-2 QS modul 23, TRPC6 act inactive, TRPC4 inh inactive and TRPC4 PAM inactive.
For CC1=C(c2ccccc2)[N+](=O)C2(CCCCC2)N1[O-] the results were MrgX1 PAM inactive, MrgX1 agonist inactive, MrgX1 antagonist inactive, PolyA inh inactive, TRPC6 inh inactive, HIF activator 0.1, TRPC4 agonist inactive, AI-2 QS modul 13, TRPC6 act inactive, TRPC4 inh inactive and TRPC4 PAM inactive.
For CCOc1c2ccc(C(=O)NCc3cc(C(F)(F)F)cc(C(F)(F)F)c3)cc2nn1CCOC the results were MrgX1 PAM inactive, MrgX1 agonist inactive, MrgX1 antagonist inactive, PolyA inh inactive, TRPC6 inh inactive, HIF activator -0.1, TRPC4 agonist inactive, AI-2 QS modul 8, TRPC6 act inactive, TRPC4 inh inactive and TRPC4 PAM inactive.
Screening CCOC(=O)c1[nH]c(C)c(/C(O)=C2\C(=O)C(=O)N(CCCN(C)C)C2c2cccnc2)c1C (stereo not given) returned MrgX1 PAM inactive, MrgX1 agonist inactive, MrgX1 antagonist inactive, PolyA inh inactive, TRPC6 inh inactive, HIF activator -0.3, TRPC4 agonist inactive, AI-2 QS modul 23, TRPC6 act inactive, TRPC4 inh inactive and TRPC4 PAM inactive.
